Bioassay records (PubChem BioAssay)
All columns: NCI-60 one-dose screen, growth in % after 48 h at 10 µM unless noted; 100 = growth as untreated, 0 = no growth, -100 = all killed.
A498 – A498 renal cancer cells | hit rate 5.4% among 76,000
SN12C – SN12C renal cancer cells; hit rate 3.8% among 81,000; AID 1794767
RXF 393 – RXF 393 renal cancer cells; AID 1794773; hit rate 6.9% among 77,000
TK-10 – TK-10 renal cancer cells. hit rate 3.9% among 81,000. AID 1794769
786-0 – 786-0 renal cancer cells | hit rate 5.1% among 81,000
ACHN – ACHN renal cancer; hit rate 4.9% among 81,000
UO-31 – UO-31 renal cancer; hit rate 5.2% among 81,000; AID 1794768
DU-145 – DU-145 prostate cancer; AID 1794760; hit rate 4.2% among 81,000
CAKI-1 – CAKI-1 renal cancer. hit rate 4.7% among 75,000
Numbers without * were called inactive; . = not tested or not shown; & = joins results of further samples. How the source made its calls: active means growth percent below 10; inactive means the rest.

SMILES	TK-10	RXF 393	UO-31	A498	CAKI-1	SN12C	ACHN	DU-145	786-0
O=C(CCl)NC(Cc1ccccc1)C(=O)OCC(=O)c1ccc(-c2ccccc2)cc1 (stereo not given)	101.0	99.1	74.5	85.4	102.8	96.4	116.7	100.2	100.8
O=C1C(Cl)=C(Cl)C(=O)C(Cl)(Cl)C1(Cl)Cl	124.4	110.9	102.9	127.0	104.5	99.1	98.9	112.0	108.2
COc1ccc(-c2cc(-c3ccc4ccccc4c3)c(C#N)c(=O)[nH]2)cc1S(N)(=O)=O	89.3	94.4	85.9	90.6	93.8	93.8	93.5	108.2	93.9
CCn1c2ncccc2c2c3c(c4c5cccnc5n(C)c4c21)C(=O)NC3=O	80.4	78.5	64.8	79.8	39.2	88.3	59.2	76.9	88.3
O=C1/C(=C/c2ccc(OCCCOc3ccccc3)cc2)N=C2SCCCN12	105.9	115.9	89.7	105.0	.	99.8	102.7	105.2	90.8
COc1ccc(C(O)(c2ccccc2)C(C(=O)O)c2ccccc2)cc1 (stereo not given)	104.9	121.3	81.6	.	102.2	100.0	106.1	117.9	102.7
CCN1C(=O)N(CC)C2C1NN=c1s/c(=C3\C(=O)N(CC(C)C)c4ccccc43)c(=O)n12 (stereo not given)	70.2	21.9	32.1	9.6*	31.6	27.5	31.0	10.4	37.2
COCCCN=C(N)c1ccc(NC(=O)c2ccc(C(=O)Nc3ccc(C(N)=NCCCOC)cc3)cc2)cc1	113.0	142.4	96.6	207.6	95.2	95.0	113.3	148.3	87.7
CC12CCC3c4ccccc4CCC3(CO1)C2 (stereo not given)	110.0	93.4	117.1	78.9	101.1	98.3	98.4	120.5	117.9
O=C1/C(=C/c2cccc(Br)c2)COc2ccc(O)cc21	93.1	70.6	54.1	99.5	63.5	4.8*	54.6	69.7	50.0
CCc1nnc2n1N=C(c1ccc(Cl)cc1)CS2	93.0	92.6	83.2	92.0	83.5	97.2	101.9	96.4	92.3
CCN1CCN(c2ccc(NC(=O)Nc3nc4ccc(-c5ccccc5OC)cc4s3)cc2)CC1	-48.0*	-74.2*	-91.6*	70.2	.	-82.1*	-95.5*	-84.4*	-80.7*
O=C(CN1CCCCC1)Nc1nc2ccc(NCc3ccc([N+](=O)[O-])cc3)cc2s1	111.7	103.5	82.6	93.2	87.5	91.7	85.2	97.1	98.9
Cc1ccccc1Nc1n[nH]c(Cc2ccccc2)n1	90.0	108.3	86.0	101.6	100.6	104.2	105.6	103.1	104.9
CN1CCN(c2nc3ccccc3c3c(=O)c4cc(F)ccc4sc23)CC1	76.9	57.0	30.0	39.0	38.6	62.0	37.7	71.3	63.4
COc1ccc(C2C=C(n3nc(-c4ccccc4)nc3-c3ccccc3)NC(=S)N2)cc1 (stereo not given)	115.5	101.1	96.3	72.6	99.5	104.6	110.1	110.8	98.7
c1ccc(CSC2(SCc3ccccc3)CCCC2)cc1	92.9	99.4	82.0	107.5	92.0	95.6	107.3	105.7	101.4
CC(=O)Nc1ccc(S(=O)(=O)c2ccc(Cl)cc2)cc1	86.5	97.5	89.4	99.9	91.2	95.9	102.5	104.8	97.2
COc1ccc(/C=C2/C3=C([C@@H](c4ccc(OC)c(OC)c4)C(C#N)=C(N)O3)[C@H]3CCC2N3C)cc1OC	83.1	66.3	59.7	74.2	78.2	81.4	85.0	95.8	96.4
CC(=O)Nc1ccc(S(=O)(=O)N/N=C/c2c(O)ccc3ccccc23)cc1	110.2	133.6	92.7	111.7	117.0	99.3	95.8	120.5	110.2

Given with two lines to a compound: entries from further up.
Results follow in this order: TK-10 | RXF 393 | UO-31 | A498 | CAKI-1 | SN12C | ACHN | DU-145 | 786-0
O=C1/C(=C/c2ccc(OCCCOc3ccccc3)cc2)N=C2SCCCN12
    105.9 | 115.9 | 89.7 | 105.0 | . | 99.8 | 102.7 | 105.2 | 90.8
COc1ccc(C(O)(c2ccccc2)C(C(=O)O)c2ccccc2)cc1 (stereo not given)
    104.9 | 121.3 | 81.6 | . | 102.2 | 100.0 | 106.1 | 117.9 | 102.7
CCN1C(=O)N(CC)C2C1NN=c1s/c(=C3\C(=O)N(CC(C)C)c4ccccc43)c(=O)n12 (stereo not given)
    70.2 | 21.9 | 32.1 | 9.6* | 31.6 | 27.5 | 31.0 | 10.4 | 37.2

Going on with the list.
SMILES	TK-10	RXF 393	UO-31	A498	CAKI-1	SN12C	ACHN	DU-145	786-0
COc1ccc2[nH]cc(-c3nn4cc(-c5cccnc5)nc4s3)c2c1	171.5	101.0	79.2	84.1	85.1	94.4	88.5	103.6	111.8
S=C(NCc1ccccc1)N/N=C/C=C/c1ccccc1	101.4	112.3	91.7	96.9	96.1	95.9	109.2	105.4	.
CC1(C)[C@@H]2CC[C@]1(C)[C@H](O)C2	90.9	120.0	97.2	95.3	95.1	104.6	111.1	107.0	103.2
Cc1cc(C)n(-c2nnc3n2N=C(c2ccccc2)CS3)n1	145.9	111.9	70.1	110.8	92.4	94.4	88.5	122.2	109.9
CS(=O)(=O)c1ccc(Cl)cc1	102.3	109.1	82.9	.	96.7	98.1	104.6	117.3	97.0
CCOC(=O)c1[nH]c(C#N)c(C(=O)OCC)c1C	104.4	90.5	90.2	96.7	94.7	92.5	101.1	106.2	86.9
O=C(O)/C=C\C(=O)Nc1ccc(Cc2ccc(NC(=O)/C=C\C(=O)O)cc2)cc1	93.2	98.0	87.2	90.0	.	94.5	109.2	107.7	103.3
COc1nc2ccc(C)cc2cc1/C=N/O	89.2	76.9	71.2	78.7	81.9	92.4	83.6	101.9	92.2
CC(=O)c1c(C)nc(SCC(=O)Nc2ccc(Cl)cc2)n1-c1ccc(Cl)cc1	99.5	67.3	80.9	83.2	81.7	87.0	93.7	106.3	101.8
COc1cc(C2c3cccn3-c3ccccc3N2C(C)N2CCCC2=O)cc(OC)c1OC (stereo not given)	108.5	95.7	80.4	92.8	101.2	104.6	106.5	93.2	103.8
O=c1cc(CSc2cccnc2)occ1O	103.7	.	.	120.4	104.7	108.0	107.7	117.1	105.0
Cc1cc[n+](CCC2CCCCC2)cc1	85.0	107.3	99.3	78.3	97.5	105.4	108.9	107.5	99.3
C=C(C)c1ccc(/C=N/NC(N)=S)cc1	103.4	94.6	78.6	98.4	.	93.3	93.2	97.6	11.4
COc1ccc(/C=N/C2=C(C#N)C(c3ccccc3)c3ccc4ccccc4c3O2)cc1 (stereo not given)	59.7	26.0	29.6	19.3	28.0	38.0	35.4	25.6	24.4
CCN(CC)CCNc1cccc2sc3ccccc3c(=O)c12	76.7	69.4	57.1	34.1	65.8	61.0	53.4	90.7	61.3
O=C1/C(=C/c2ccc(O)cc2)COc2ccc(O)c(O)c21	54.1	10.0*	-88.5*	98.4	6.4*	-4.7*	-16.2*	17.0	25.4
O=C1c2nccnc2C(=O)N1c1ccc([N+](=O)[O-])cc1[N+](=O)[O-]	105.4	126.6	84.7	103.1	102.0	93.2	104.5	114.2	99.6
COc1ccc(C(C)(c2c[nH]c3ccccc23)c2c[nH]c3ccccc23)cc1	79.5	78.1	47.3	130.2	62.6	79.6	68.1	92.0	86.1
C=CCCCCCCCCC1OC(C)CC(C)O1 (stereo not given)	100.5	99.2	90.5	92.8	91.8	104.3	104.9	106.4	96.3
O=[N+]([O-])c1cccc(-c2cc(-c3cc(Br)ccc3O)[nH]n2)c1	12.5	58.1	20.1	40.0	40.5	24.8	10.2	35.1	27.2
CO/N=C(/C)c1ccc(NC(=O)CSc2nnc(-c3ccncc3)n2-c2ccccc2)cc1	-15.3*	4.0*	9.4*	89.7	26.8	36.1	10.1	52.0	-43.1*
CC(C)(C)c1cccc(C(C)(C)C)c1O	140.9	125.5	83.9	115.3	104.3	98.1	106.9	117.1	91.5
COc1ccc2oc3c(c4c(c5c6ccccc6n(C)c35)C(=O)NC4=O)c2c1	137.0	101.7	86.2	80.4	88.5	98.2	101.7	99.2	102.0
COc1ccc(C(=O)/C=C/c2cccc(Cl)c2Cl)cc1S(N)(=O)=O	20.3	-71.0*	-81.3*	94.9	-5.9*	-2.1*	-82.4*	-76.3*	-71.2*
CN1CCN(CC#C[C@@H]2CC[C@]3(CO)CC[C@]4(C)[C@H](CC[C@@H]5[C@@]6(C)CC[C@H](O)C(C)(C)[C@@H]6CC[C@]54C)[C@@H]23)CC1	109.1	72.4	86.1	104.5	.	85.6	91.3	86.5	83.9
N#CC1=C(N)Oc2ccc3ccccc3c2C1c1ccccc1 (stereo not given)	121.4	23.3	44.9	21.5	23.3	42.2	37.3	51.2	35.5
O=S(=O)(NCCNc1cc(-c2cn(-c3ccccc3)nc2-c2cccc(O)c2)ccn1)c1ccc(Br)cc1	46.1	40.1	19.8	53.7	43.2	34.4	23.7	52.2	2.1*
COc1ccc2nc(-c3c(-c4ccccc4)nc4ncccn34)[nH]c2c1	108.6	104.0	107.8	86.6	102.9	103.9	90.4	115.1	102.7
Nc1nc(N)c(-c2ccc(Cl)cc2)c(CBr)n1	116.0	99.8	81.4	84.0	99.1	107.1	97.6	103.3	107.4
O=C(O)CNC(=O)CN/C=c1\sc2ncnn2c1=O	96.2	126.0	85.1	.	99.1	103.1	102.2	104.1	92.0
CCOC(=O)c1sc2ncnc(Nc3ccc(OCc4ccc(F)cc4)cc3)c2c1C	94.0	99.5	98.3	132.5	84.8	.	90.8	97.0	93.7
S=C(NCCNC(=S)[S][Sn]([c]1ccccc1)([c]1ccccc1)[c]1ccccc1)[S][Sn]([c]1ccccc1)([c]1ccccc1)[c]1ccccc1	-100.0*	-99.7*	-100.0*	.	-71.3*	-79.7*	-100.0*	-96.1*	-94.0*
O=C1c2ccccc2C(=O)N1c1ncnc2nc[nH]c12	112.8	118.4	94.0	123.3	86.9	102.5	104.5	116.2	99.6
C/C=N\C(N)=S	.	.	90.9	95.6	101.3	104.8	98.8	112.6	100.9
Nc1cc(OCC(=O)O)c(Cl)cc1Cl	101.2	109.1	99.3	96.0	107.4	96.6	112.3	101.8	100.9
O=C(Nc1ccc(-n2cc(-c3ccncc3)c(-c3ccc(O)c(Cl)c3)n2)cc1)c1ccc(Cl)c(C(F)(F)F)c1	.	-81.6*	18.4	77.7	20.5	45.2	17.4	35.3	-30.9*
Nc1nc(-c2ccccc2)cs1	98.5&83.5	120.5	75.7&29.0	81.5&94.7	94.0&69.9	101.2&68.2	102.7&59.5	103.8&66.7	105.4&93.7
CCOC(=O)Cc1cc(Br)c(OC/C=C(/C)CC/C=C(/C)CCC=C(C)C)c(Br)c1	104.0	90.5	80.7	100.8	87.6	88.0	93.7	99.5	96.7
CCOC(=O)C1[C@@H]2C(=O)N(c3ccccc3)C(=O)[C@@H]2[C@H](c2nc[nH]c2C)N1Cc1ccccc1 (stereo not given in full)	91.7	97.5	86.6	82.2	105.2	78.3	102.0	108.2	100.1
COc1ccc(CNC(=O)Nc2cnc(Cl)nc2Oc2cccc(C(F)(F)F)c2)cc1	77.5	102.6	78.0	96.0	.	97.2	.	98.5	87.4
Cc1cc(Br)ccc1-n1cc(C#N)c(N)c1C(=O)c1ccc(Cl)cc1	90.9	112.4	91.5	99.4	92.4	107.9	107.1	115.1	93.7
COc1ccc(Cl)cc1C(=O)NCCc1ccc(S(=O)(=O)NC(=O)NC2CCCCC2)cc1	99.1&114.8	103.9&109.6	79.1&96.2	73.2	94.3&94.5	93.8&91.4	101.0&96.9	120.0&124.1	98.6&106.7
COc1cc(/C=C/C(/C=C/c2cc(OC)c(OC)c(OC)c2)n2ccnc2)cc(OC)c1OC	115.5	88.1	66.6	104.5	.	84.5	99.9	100.2	95.2
Cc1ccc2oc(=O)cc(CSc3nc4ccc([N+](=O)[O-])cc4[nH]3)c2c1	142.8	116.1	89.0	98.5	93.7	96.5	106.1	105.2	.
CCOc1ccc(-n2nc(C(=O)Nc3ccccc3OC)nc2-c2cc(OC)c(OC)c(OC)c2)cc1	89.2	88.4	59.6	83.8	66.7	83.1	79.3	95.6	79.1
O=CNNc1ccccc1	86.1	122.7	67.4	100.2	71.3	95.7	59.7	97.9	90.3
O=C(/C=C/c1cc(CN2CCOCC2)c(O)c2ncccc12)c1cc(CN2CCOCC2)c(O)c2ncccc12	22.1	35.3	11.1	32.4	14.1	26.1	9.2*	26.9	24.6
COc1ccc(-c2nn(-c3ccccc3)cc2/C=C2\SC(=O)NC2=O)cc1	99.7	113.8	80.0	72.0	83.2	90.8	96.0	108.8	81.1
CC(Oc1c(Cl)cc(Cl)cc1Cl)C(=O)O (stereo not given)	103.3	94.2	85.8	95.9	87.7	96.8	98.9	111.1	107.2
COc1c(Cl)c(Cl)cc(Cl)c1Cl	96.5	114.2	105.1	125.8	97.4	97.9	103.6	110.4	102.1

Part of the list above in another layout:
> O=CNNc1ccccc1
  TK-10 = 86.1
  RXF 393 = 122.7
  UO-31 = 67.4
  A498 = 100.2
  CAKI-1 = 71.3
  SN12C = 95.7
  ACHN = 59.7
  DU-145 = 97.9
  786-0 = 90.3

> O=C(/C=C/c1cc(CN2CCOCC2)c(O)c2ncccc12)c1cc(CN2CCOCC2)c(O)c2ncccc12
  TK-10 = 22.1
  RXF 393 = 35.3
  UO-31 = 11.1
  A498 = 32.4
  CAKI-1 = 14.1
  SN12C = 26.1
  ACHN = 9.2*
  DU-145 = 26.9
  786-0 = 24.6

> COc1ccc(-c2nn(-c3ccccc3)cc2/C=C2\SC(=O)NC2=O)cc1
  TK-10 = 99.7
  RXF 393 = 113.8
  UO-31 = 80.0
  A498 = 72.0
  CAKI-1 = 83.2
  SN12C = 90.8
  ACHN = 96.0
  DU-145 = 108.8
  786-0 = 81.1

> CC(Oc1c(Cl)cc(Cl)cc1Cl)C(=O)O (stereo not given)
  TK-10 = 103.3
  RXF 393 = 94.2
  UO-31 = 85.8
  A498 = 95.9
  CAKI-1 = 87.7
  SN12C = 96.8
  ACHN = 98.9
  DU-145 = 111.1
  786-0 = 107.2
